# uPA surface inh: qHTS for Inhibitors of Cell Surface uPA Generation; 330,000 compounds, 0.31% hits; Potency, µM (doses to about 38.3 µM), for the others: at the top dose activity change, negative = inhibition, actives largely listed as inhibitors; cell surface uPA generation assay, qHTS; active = well fitted inhibition curve with a large enough effect; inconclusive = small, poorly fitted or top-dose-only effect; inactive = no such curve, though single readings can be large or run the other way; tested in mouse RAW 264.7 cells; also: potency is read from the fitted curve at half-maximal effect; % is scaled to controls: 0 for no effect and ±100 for the full control effect; nearly all actives have a fitted effect of over 55% in size
# Integrin act MD: qHTS for Activators of Integrin-Mediated Alleviation for Muscular Dystrophy; alpha7betagal myoblasts, beta-gal FDG fluorescence, 48 h; Potency, µM (top dose mostly 38.3 µM), inactives show at the highest dose activation, actives largely listed as activators; 350,000 compounds, 0.064% hits; AID 624291, 2012;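 also: potency is read from the fitted curve at half-maximal effect; 100% = response of the positive control SU9516; nearly all actives have a fitted effect of over 60% in size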
#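 Alpha7betagal+/- myoblasts (passage 13) were plated 16-24 hr, then exposed to compounds (1:260 dilution of DMSO stock) for 48 hours at 37C. After MPER lysis, β-galactosidase reporter activity was read as FDG fluorescence (ex 480/em 540) after 30 minutes.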
# TRPV1 agonist: HTS Assay for Compounds that Act as Agonists of the Vanilloid Receptor 1. Transient receptor potential cation channel subfamily V member 1 (Homo sapiens), Q8NER1. TRPV1-expressing cells, Fluo-8 calcium influx, agonist mode. activation, % at 8.33 µM. 320,000 compounds, 0.19% hits. AID 540275, 2011; in the data active = activation above about 80%; inconclusive = between about 30% and that limit; also: 0% is about no effect
#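 TRPV1-expressing cells were cultured overnight at 35.5C and loaded with Fluo-8 calcium dye for 40 to 90 min at room temperature. After a 10 s baseline, compound was added and calcium influx was read kinetically for 3 min (ex 480/em 520 nm).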
# ASM inhibitor: Inhibitors of Secretory Acid Sphingomyelinase (S-ASM): qHTS; 340,000 compounds, 0.006% hits; Sphingomyelin phosphodiesterase (Homo sapiens), P17405; AID 504937, 2011; placental ASM, HMU-PC fluorogenic substrate, 60 min; Potency, µM (highest dose often 57.5 µM), without a hit: at the highest dose activity change, negative = inhibition, most hits filed as inhibitors; also: potency is read from the fitted curve at half-maximal effect
#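 Fluorogenic HMU-PC substrate (9 uM final) is turned over by placental ASM in 60 min at 37 C after a 10 min compound preincubation. Reaction ended by alkaline stop (pH 10), with fluorescence read at 386/447 nm.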
# TSG101-PTAP inh: qHTS Assay for Iinhibitors of HIV-1 Budding by Blocking the Interaction of PTAP/TSG101; Fluorescence polarization, FITC-PTAP peptide / Tsg101 binding; Potency, µM (titrated, usually from 115 µM), for inactives: at the top dose activity change, negative = inhibition, actives largely listed as inhibitors; Tumor susceptibility gene 101 protein (Homo sapiens), Q99816; 340,000 tested, under 10 active; active = well fitted inhibition curve with a large enough effect in the main read-out, with a control signal flat, not every such curve was filed as active; inconclusive = small, poorly fitted or top-dose-only effect, or effect the other way, or a change in a side signal; inactive = no such curve, though single readings can be large or run the other way; also: potency is read from the fitted curve at half-maximal effect; % of control where 0% means no effect
#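 Steps: Tsg101 binding domain dispensed (10 uM final), compounds pinned in DMSO, FITC-labeled PTAP-motif peptide added (50 nM final); after 20 min binding at room temperature, polarization measured.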
# B2AR arrestin: qHTS assay of beta-arrestin-biased ligands of beta2-adrenergic receptor; 330,000 compounds, 0.02% hits; AID 492947, 2010; Potency, µM (highest dose often 46.1 µM), for the others: at the highest dose activation, usual class: activators; beta-arrestin recruitment to beta2AR, cell-based reporter;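 also: potency is read from the fitted curve at half-maximal effect; 0% = DMSO controls and full agonism = EC100 isoproterenol or metaproterenol; nearly all actives have a fitted effect of over 65% in size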
# Target sequence (P07550 whole entry, looked up): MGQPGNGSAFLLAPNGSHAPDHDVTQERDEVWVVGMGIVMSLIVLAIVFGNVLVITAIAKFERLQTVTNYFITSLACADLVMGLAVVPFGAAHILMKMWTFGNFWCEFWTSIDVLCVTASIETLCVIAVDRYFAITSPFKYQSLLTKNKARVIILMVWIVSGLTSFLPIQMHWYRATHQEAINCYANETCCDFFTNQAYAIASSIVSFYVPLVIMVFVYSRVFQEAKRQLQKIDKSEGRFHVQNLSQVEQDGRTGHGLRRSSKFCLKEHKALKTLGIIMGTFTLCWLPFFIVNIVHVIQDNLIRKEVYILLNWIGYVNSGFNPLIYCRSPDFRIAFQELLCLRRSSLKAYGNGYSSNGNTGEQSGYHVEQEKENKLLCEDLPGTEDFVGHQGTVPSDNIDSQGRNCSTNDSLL
# p53 reactivation: qHTS assay for re-activators of p53 using a Luc reporter; H1299 p53-A138V BP100-luciferase reporter, luminescence, 24 h; Potency, µM (highest dose often 92.2 µM), for the others: top-dose activity change, positive = activation, actives largely listed as activators; 320,000 compounds, 0.063% hits; also: potency is read from the fitted curve at half-maximal effect; % of control where 0% means no effect; nearly all actives have a fitted effect of over 45% in size
#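 H1299 (p53-null), stable ts p53-A138V + BP100-Luc; 1000 cells/well, Opti-MEM/10% FBS; cpd 4 pt, 1:5; 24 h, 37 deg C, 5% CO2; detection reagent 10 min RT; luminescence.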
# BRCA1 expr act: qHTS Assay to Identify Small Molecule Activators of BRCA1 Expression; Potency, µM (doses to about 46.1 µM), without a hit: at the top dose activation, actives largely listed as activators; MCF7-BRCA1-FFLuc reporter, luminescence, 48 h; response scale: scaled: vehicle 0%, 10 µM genistein 100%; 380,000 compounds, 1.1% hits; also: potency is read from the fitted curve at half-maximal effect; nearly all actives have a fitted effect of over 80% in size; some results filed as inactive show a strong effect at the top dose
#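 MCF7-BRCA1-FFLuc cells, 2000/well in phenol-red-free MEM, attached 2 h then treated 48 h at 37 C. Luciferase luminescence read 15 min after reagent; normalized to genistein maximum activation (10microM) and DMSO, concentration-response fitted.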
# USP2a inh: qHTS Assay for Inhibitors of Ubiquitin-specific Protease USP2a Using CHOP2 as the Reporter; USP2 core, Ub-CHOP2 coupled fluorogenic reporter, 485/531; Potency, µM (top dose mostly 38.3 µM), for inactives: at the top dose activity change, negative = inhibition, hits mostly inhibitors; 330,000 compounds, 0.01% hits;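 also: potency is read from the fitted curve at half-maximal effect; plate controls were DMSO wells for no effect and full inhibition by NEM control for full effect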
#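 USP2 core (10nM final) preincubated 30min RT with compound in 20mM Tris-HCl pH 8.0, 2mM CaCl2, 2mM beta-mercaptoethanol, 0.05% CHAPS; 25nM Ub-CHOP2 plus 25nM reporter substrate added, fluorescence (Ex485/Em531) read after 60min.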
# ELG1 genotoxic: qHTS screen for small molecules that induce genotoxicity in human embryonic kidney (HEK293T) cells expressing luciferase-tagged ELG1; HEK293T ELG1-luciferase reporter, luminescence, 16 h; Potency, µM (top dose mostly 46 µM), inactives show at the highest dose activity change, positive = activation, actives largely listed as activators; 330,000 compounds, 1.3% hits; AID 504466, 2011; also: potency is read from the fitted curve at half-maximal effect; % of control where 0% means no effect; nearly all actives have a fitted effect of over 60% in size
#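 DMSO vehicle served as control against compound-treated ELG1-luciferase HEK293T cells; exposure lasted 16 hr at 37 °C and 5% CO2, followed by ONE-Glo luminescence detection after 30 min.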
# Eya2 inh: qHTS Assay for Inhibitors of the Phosphatase Activity of Eya2. Protein phosphatase EYA2 (Homo sapiens), O00167. recombinant Eya2, OMFP fluorescence dephosphorylation (OMFP is methylfluorescein phosphate). Potency, µM (titrated, usually from 76.9 µM), for inactives: top-dose activity, negative = inhibition, actives largely listed as inhibitors. 330,000 compounds, 0.006% hits; also: potency is read from the fitted curve at half-maximal effect; % is scaled to controls: 0 for no effect and ±100 for the full control effect
# Target sequence (O00167 whole entry, looked up): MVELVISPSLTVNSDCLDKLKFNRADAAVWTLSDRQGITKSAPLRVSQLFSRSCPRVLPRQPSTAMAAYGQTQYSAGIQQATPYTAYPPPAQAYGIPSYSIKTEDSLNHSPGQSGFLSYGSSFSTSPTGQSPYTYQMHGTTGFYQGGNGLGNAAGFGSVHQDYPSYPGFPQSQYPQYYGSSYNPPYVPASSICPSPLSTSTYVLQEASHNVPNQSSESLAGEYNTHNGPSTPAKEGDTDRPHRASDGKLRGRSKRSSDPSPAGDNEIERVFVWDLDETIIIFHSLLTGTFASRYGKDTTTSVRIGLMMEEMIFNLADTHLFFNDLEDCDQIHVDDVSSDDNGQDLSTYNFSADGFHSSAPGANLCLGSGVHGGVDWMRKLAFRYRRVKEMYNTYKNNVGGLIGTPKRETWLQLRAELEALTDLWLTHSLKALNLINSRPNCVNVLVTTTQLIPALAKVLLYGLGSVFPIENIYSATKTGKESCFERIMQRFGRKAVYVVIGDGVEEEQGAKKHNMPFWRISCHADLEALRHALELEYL
#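 Eya2 (0.2 uM) preincubated 10 min at ambient with compound, then OMFP substrate added at 50 uM; 10 min reaction in 50 mM HEPES pH 7.5, 50 mM NaCl, 5 uM MgCl2, 0.05% BSA, 1 mM DTT. Fluorescence read at Ex 485/Em 525 nm.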
# * = called active by the depositor; ? = inconclusive; · = no result given; [ ] = another dose, or the depositor's remark. Unless noted, calls follow the shape of the dose curve; as a rule, active = well fitted curve in the direction sought with a large enough effect; inconclusive = small, poorly fitted or top-dose-only effect, or another doubt; inactive = no such curve, though single readings can be large; an effect the other way counts as inactive or inconclusive.
# The first five records (preview)
SMILES	uPA surface inh	Integrin act MD	TRPV1 agonist	ASM inhibitor	TSG101-PTAP inh	B2AR arrestin	p53 reactivation	BRCA1 expr act	USP2a inh	ELG1 genotoxic	Eya2 inh
O=C(Cn1c(=O)cnc2ccccc21)NC1CCC(O)CC1 (centres undefined)	-3%	4%	-3	0%	-3%	-2.0%	1%	8%	-1%	10%	8%
COc1ccc(C(=O)NCc2nnc(SCC(=O)NC3=NCCS3)n2C)cc1	9%	31%	-5	1%	0%	0.5%	2%	-1%	-1%	0%	2%
COc1ccc(C(C(=O)NCc2ccccc2)N(C(=O)c2snc(C(N)=O)c2N)C2CCCC2)cc1O (centres undefined)	-2%	0%	-1	20%	-1%	-1.1%	-7%	-11%	3%	9%	-7%
CC(C)CCNC(=O)c1ccccc1SCC(=O)NC1CCCCCCC1	-7%	-38%[inhibitor]	15	3%	1%	0.1%	?	-8%	0%	0%	-6%
CCCc1cc(=O)oc2cc(C)cc(OC(=O)c3ccco3)c12	-7%	-14%	-6	5%	-1%	-0.2%	12%	0%	4%	-17%	3%

# All compounds of this part, repeating the preview:
SMILES	uPA surface inh	Integrin act MD	TRPV1 agonist	ASM inhibitor	TSG101-PTAP inh	B2AR arrestin	p53 reactivation	BRCA1 expr act	USP2a inh	ELG1 genotoxic	Eya2 inh
O=C(Cn1c(=O)cnc2ccccc21)NC1CCC(O)CC1 (centres undefined)	-3%	4%	-3	0%	-3%	-2.0%	1%	8%	-1%	10%	8%
COc1ccc(C(=O)NCc2nnc(SCC(=O)NC3=NCCS3)n2C)cc1	9%	31%	-5	1%	0%	0.5%	2%	-1%	-1%	0%	2%
COc1ccc(C(C(=O)NCc2ccccc2)N(C(=O)c2snc(C(N)=O)c2N)C2CCCC2)cc1O (centres undefined)	-2%	0%	-1	20%	-1%	-1.1%	-7%	-11%	3%	9%	-7%
CC(C)CCNC(=O)c1ccccc1SCC(=O)NC1CCCCCCC1	-7%	-38%[inhibitor]	15	3%	1%	0.1%	?	-8%	0%	0%	-6%
CCCc1cc(=O)oc2cc(C)cc(OC(=O)c3ccco3)c12	-7%	-14%	-6	5%	-1%	-0.2%	12%	0%	4%	-17%	3%
COc1ccc(NC(=O)CC2C(=O)N(c3ccc(OC)cc3)C(=O)N2Cc2ccc(OC)c(OC)c2)cc1 (centres undefined)	14%	0%	0	-3%	-5%	0.0%	4%	1%	4%	-4%	3%
Cc1cc(OCCN2CCCC2)cc(C(C)C)c1	-1%	-27%	-1	2%	0%	-0.5%	-17%	-29%	-1%	-8%	-7%
O=C(NCCc1ccncc1)Nc1ccc(Cl)cc1	2%	-17%	12	3%	-5%	-0.2%	-5%	16%	1%	0%	9%
O=S(Cc1cc(Sc2ccccc2)nc(-c2ccccc2)n1)c1ccccc1 (centres undefined)	1%	19%	?	1%	-3%	0.0%	9%	-20%	1%	-20%	-6%
O=C(COC(=O)c1ccc(F)cc1)NCCc1ccc(F)cc1	4%	22%	29	1%	-3%	-0.6%	0%	-6%	0%	-4%	-7%
Cc1ccc(NC(=O)COc2ccc3c(c2)OCO3)c(C)c1	-1%	6%	23	5%	-2%	-0.2%	?	4%	-1%	?	2%
CCC(c1nnnn1Cc1ccco1)N1CCN(c2cc(Cl)ccc2C)CC1 (centres undefined)	-2%	13%	2	-1%	-6%	-0.5%	7%	-72%	0%	0%	-5%
CC(NC(=O)c1ccccc1[N+](=O)[O-])C1CC2CCC1C2 (centres undefined)	5%	16%	2	-4%	-1%	-0.5%	?	3%	1%	1%	-4%
CCCc1cc(=O)n2[nH]c(C)c(-c3ccc(Cl)cc3)c2n1	-24%	8%	2	-1%	-7%	0.5%	4%	-66%	1%	-7%	-5%
Cc1[nH]c2ccccc2c1SCC(=O)N1CCC(C)CC1	13%	4%	15	2%	-2%	0.1%	-4%	10%	2%	0%	-11%
COc1ccccc1-c1cc(C(=O)Nc2sc3c(c2C#N)CCC(C)C3)c2ccccc2n1 (centres undefined)	3%	-2%	-7	-17%	0%	0.2%	-2%	-31%	0%	-2%	15%
Nc1cc(=O)[nH]c(SCC(=O)Nc2cc(S(=O)(=O)N3CCOCC3)ccc2Cl)n1	0%	5%	3	-1%	0%	0.1%	2%	21%	-20%	-6%	?
CCOC(=O)c1cc(-c2ccc(OC)cc2)nc2c1c(C)nn2CCC(N)=S	1%	-43%[inhibitor]	?	144%[activator]	1%	0.3%	21%	-47%	-2%	-3%	-7%
Cc1ccc(OCCn2cnc(Cl)c2Cl)cc1	2%	-4%	8	-4%	-1%	0.0%	-2%	-29%	-5%	4%	-8%
O=C(OCc1ccc(F)cc1)c1cccnc1Cl	1%	4%	4	-15%	-5%	0.0%	11%	32%	3%	0%	-5%
O=S(=O)(Nc1ncccc1O)c1ccc(Cl)cc1	·	-27%[7.66 µM]	-3	0%	-11%	0.0%	7%	3%	5%	-11%	1%
CCn1nc(C)c(Br)c1-c1nc(-c2cccc(C)c2)no1	18%	33%	·	-1%	-11%	-0.7%	3%	-32%	1%	0%	?
C#CCn1c(=NC(=O)c2ccc(Br)s2)sc2cc(NC(C)=O)ccc21	1%	0%	-1	143%[activator]	-2%	0.0%	-13%	-9%	1%	-3%	0%
O=C(NCc1ccccc1F)c1ccc2c(c1)OCO2	·	10%	2	0%	-11%	0.1%	?	49%	0%	?	5%
Clc1ccccc1Cc1noc(CN2CCN(c3cnccn3)CC2)n1	2%	3%	1	7%	-2%	-0.8%	-1%	-9%	10%	0%	-5%
COc1ccc(-n2c(SCC(=O)Nc3ccc(Cl)cc3)nc(O)c(Cc3ccccc3)c2=O)cc1	-4%	-29%	1	-9%	-5%	0.0%	·	-1%	-2%	-1%	-12%
O=[N+]([O-])c1ccc(CSc2nc3ccccc3[nH]2)cc1	1%	1%	11	4%	-1%	-0.7%	?	4µM*	0%	?	-2%
CC(C)OC(=O)Cn1cnc2ccc(Br)cc2c1=O	-4%	22%	7	2%	0%	0.5%	4%	?	0%	9%	-12%
COc1ccc(NC(=S)NCCN2CCOCC2)cc1	6%	0%	2	1%	1%	-1.0%	3%	13%	5%	0%	-27%
O=C(NCCc1ccc(Cl)cc1)C1CC(=O)N(C2CCCC2)C1 (centres undefined)	8%	15%	8	-1%	-3%	-1.0%	-9%	-6%	1%	0%	-1%
CCCn1c(C)cc(C(=O)COC(=O)c2c(C)nn(-c3ccccc3)c2C)c1C	0%	-2%	-1	-5%	0%	0.3%	5%	-36%	3%	4%	-13%
CCOC(=O)C1CCN(C(=O)C2CCN(c3ncnc4c3nc3n4CCCCC3)CC2)CC1	13%	-2%	2	6%	0%	3.3%	0%	0%	-2%	-7%	0%
C/C(=N\OCC(=O)Nc1nc2ccccc2s1)c1ccccc1	4%	5%	0	2%	0%	-0.4%	22%	-4%	0%	8%	-5%
O=C(CN(C(=O)CNS(=O)(=O)c1ccc(F)cc1)c1cccc(F)c1)NCC1CCCO1 (centres undefined)	0%	13%	-1	0%	-4%	0.0%	1%	-25%	0%	-1%	-2%
COc1ccc(NC(=O)Nc2cccc(NC(C)=O)c2)c(OC)c1	3%	10%	3	1%	-3%	3.0%	-4%	6%	4%	8%	4%
CN(C)c1ccc2c(O)cc(=O)n(C)c2c1	·	-17%[7.66 µM]	-2	44%	-4%	-1.9%	-26%	-43%	1%	1%	6%
